# Screening results (PubChem)
# SMN2 splice enh – qHTS Assay for Enhancers of SMN2 Splice Variant Expression; 210,000 compounds, 2.8% hits; Potency, µM (doses to about 46.1 µM), for inactives: at the highest dose activity change, positive = activation, most hits filed as activators; HEK293 SMN2-luciferase splicing reporter, luminescence, 30-36 h; note: % of control where 0% means no effect; nearly all actives have a fitted effect of over 55% in size
#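 HEK293 cells carry an SMN2 minigene-luciferase reporter in which exon 7 inclusion puts luciferase in frame. Cells were seeded at 2000 cells/well, attached for 10-12 hours, then exposed to compounds for 30-36 hours at 37C before ONE-Glo luminescence.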
# GAA glycogen – qHTS Assay for Inhibitors and Activators of Human alpha-Glucosidase Cleavage of Glycogen; Lysosomal alpha-glucosidase (Homo sapiens), P10253; recombinant GAA, glycogen substrate, Amplex Red glucose oxidase fluorescence; Potency, µM (highest dose often 76.4 µM), inactives show at the top dose activity change, negative = inhibition, hits mostly inhibitors; 300,000 compounds, 0.38% hits; AID 2100, 2009;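 note: 0% = full enzyme reaction and -100% = no-enzyme basal signal; the screen sought inhibitors and activators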
#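 Recombinant enzyme (4 nM final) with compounds titrated up to 77 uM and bovine liver glycogen (30 ug) in citrate pH 5.0, 0.01% Tween-20, 37 C 40 min. Released glucose detected by Amplex Red/glucose oxidase (Ex 573/Em 610); AC50 from Hill fits.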
# Numbers without * were called inactive; ? = inconclusive; & = joins results of further samples; [ ] = remark or other dose. Calls come from the whole dose curve; as a rule, active = well fitted curve in the direction sought with a large enough effect; inconclusive = small, poorly fitted or top-dose-only effect, or another doubt; inactive = no such curve, though single readings can be large; an effect the other way counts as inactive or inconclusive. Potency is the fitted concentration of half-maximal effect. The list is partial. The share of hits here may be higher or lower than overall.
SMILES	SMN2 splice enh	GAA glycogen
CCN(CC)S(=O)(=O)c1ccc2c(c1)N(CC(=O)NCCCN1CCN(c3ccccc3F)CC1)C(=O)CO2	-4%	2%[76.3 µM]
COc1ccc(-c2cc(C(F)(F)F)n3nc(-c4ccccc4)cc3n2)cc1OC	4%	13%[76.3 µM]
COC(=O)c1ccc(NC(=O)CSc2n[nH]c(CC(C)C)n2)cc1	-3%	-4%[76.3 µM]
Cc1cccc(-c2cc(-c3ccccc3)nc(SCC(=O)Nc3ccccc3)c2C#N)c1	-1%	15%[76.3 µM]
COc1ccc(S(=O)(=O)NCc2nc3nc(C)cc(C)n3n2)cc1	17%	4%[76.3 µM]
CCCCOC(=O)c1ccc(NC(=O)c2ccc3c(c2)CCCN3S(C)(=O)=O)cc1	8%	-15%[76.3 µM]
CCCN1CCN(CCNC(=O)Nc2cc(C)ccc2OC)CC1	9%	19%[76.3 µM]
CCc1c(C)c(C#N)c2nc3ccccc3n2c1Nc1cccc(C(F)(F)F)c1	8%	-13%[76.3 µM]
COc1ccc(CCNC(=O)Cc2c(C)c3ccc(O)c(C)c3oc2=O)cc1OC	3%	-4%[76.3 µM]
Cc1cc(C)c2oc(C(=O)N(Cc3ccc(F)cc3)C3CCS(=O)(=O)C3)cc(=O)c2c1 (configuration not stated)	19%	-4%&-4%[76.3 µM]
NCCc1nnc(SCc2ccc(Cl)cc2)o1	-1%	-3%[76.3 µM]
COc1ccc(N(CC(=O)NCc2ccc(C)cc2)S(=O)(=O)c2c(C)[nH]c(=O)[nH]c2=O)cc1	-2%	-3%[76.3 µM]
CCc1ccc(OCC(=O)Nc2cc3oc4ccccc4c3cc2OC)cc1	9%	6%[76.3 µM]
CCC(Cn1nnc2ccccc2c1=O)NC(=O)Nc1ccc(C)cc1C (configuration not stated)	-1%	-1%[76.3 µM]
COc1ccc(-c2nc3ccc(Cl)cn3c2Nc2ccc(C)cc2)cc1	10%	-16%[76.3 µM]
CCC(=O)N1c2ccc(S(=O)(=O)NCc3cccc(OC)c3)cc2CC1C (configuration not stated)	-32%[inhibitor]	10%[76.3 µM]
CC(Oc1ccccc1)C(=O)Nc1c(C(=O)Nc2cccc(F)c2)oc2ccccc12 (configuration not stated)	5%	-5%[76.3 µM]
Cc1ccc(-c2csc(-c3cc4c([nH]c3=O)CC(c3ccccc3)CC4=O)n2)cc1 (configuration not stated)	-6%	-4%[76.3 µM]
COc1ccc(CNC(=O)c2cc(-c3cccc(Cl)c3)on2)cc1	-9%	8%[76.3 µM]
Cc1ccccc1Cn1c2ccccc2c2cnn(CC(=O)NCC(C)c3ccccc3)c(=O)c21 (configuration not stated)	-6%	3%[76.3 µM]
Cc1cc2ccccc2n1CCNC(=O)c1cccc(Cl)c1	8%	-7%[76.3 µM]
Cc1cccc(N2CCN(C(=O)C3CCN(S(=O)(=O)c4ccc5c(c4)oc(=O)n5C)CC3)CC2)c1C	-29%	5%[76.3 µM]
CCOC(=O)CCn1c(=O)c2cccn2c2cccnc21	25%	-2%[76.3 µM]
COc1ccc(NC(=O)Cn2c(=O)n(CCC(=O)NCc3ccccc3OC)c(=O)c3ccccc32)cc1Cl	9%	-2%[76.3 µM]
CCCCCn1c(=N)c(S(=O)(=O)c2ccc(C)cc2)cc2c(=O)n3cc(C)ccc3nc21	-4%	14%[76.3 µM]
Cc1ccc(-c2c(C)n3c4c(=O)n(C)c(=O)n(C)c4nc3n2CCCO)cc1	-51%[inhibitor]	-3%[76.3 µM]
CC(=O)Nc1ccc(S(=O)(=O)N2CCC(c3nnnn3-c3ccccc3)CC2)cc1	-1%	3%[76.3 µM]
Clc1cccc(C2=NC(c3cccs3)=Nc3ccc(Br)cc3N2)c1	-10%	-6%[76.3 µM]
CCN(CC)CCCNC(=O)c1nn(-c2ccc(OC)cc2)c(=O)c2c1c1ccccc1n2C	-2%	-6%[76.3 µM]
CC1=C(C(=O)OCc2ccc(C)cc2)C(c2ccccc2C(F)(F)F)CC(=O)N1 (configuration not stated)	1%	-3%[76.3 µM]

SMILES	SMN2 splice enh	GAA glycogen
CC(=O)c1cccc(Nc2nc(-c3cccc(C)c3)nc3ccccc23)c1	-15%	3%[76.3 µM]
COc1cc(SC)ccc1C(=O)N1CCn2c3c(c4cc(C)ccc42)CCCC31 (configuration not stated)	10%	-10%[76.3 µM]
CCOc1ccc(C(=O)c2cn(Cc3ccc(OC)cc3)c3cc(OC)c(OC)cc3c2=O)cc1	26%	-8%[76.3 µM]
Cc1cc(NC(=O)CCNS(=O)(=O)c2ccc3c(c2)oc(=O)n3C)ccc1Br	-2%	8%[76.3 µM]
Cc1ccc(NC(=O)N2CCN(c3ccc(Cl)c(Cl)c3)CC2)cc1	-37%[inhibitor]	-5%[76.3 µM]
O=C(c1ccc(CSc2nc3ccncc3n2Cc2cccc(F)c2)cc1)N1CCCCC1	-14%	-29%[76.3 µM]
COc1ccc(-c2cc(C(=O)N3CCN(c4ccccc4)CC3)no2)cc1	?	1%
CCOC(=O)CSc1nc(-c2ccccc2)cc(C(F)(F)F)c1C#N	4%	13%[76.3 µM]
CCc1ccc(NC(=O)c2sc3nc(C)c(Cl)c(C)c3c2NC(=O)c2ccccc2OC)cc1	13%	-4%[76.3 µM]
COc1cc(OC)cc(-n2c(=O)c3sccc3n(Cc3ccc(F)cc3)c2=O)c1	0%	-6%[76.3 µM]
CCOc1ccccc1NC(=O)c1sc2nc3c(cc2c1N)CN(Cc1ccccc1)CC3	-21%	14%[76.3 µM]
Cn1c(=O)oc2cc(S(=O)(=O)NC(Cc3ccccc3)C(=O)Nc3ccc(F)c(Cl)c3)ccc21 (configuration not stated)	5%	18%[76.3 µM]
CCc1cccc(NC(=O)Nc2csc3c2CCCC3)c1	16%	-7%[76.3 µM]
O=C(CCCCn1c(=O)c2ccccc2n(CC(=O)Nc2cccc(F)c2)c1=O)NCCc1ccccc1	-3%	-7%[76.3 µM]
CCC(=O)Nc1sc2c(c1C(=O)Nc1ccc(Br)cc1)CCCCC2	-5%	-2%[76.3 µM]
CCc1ccc(NC(=O)C2CCN(S(=O)(=O)c3c(C)noc3/C=C\c3ccc(OC)cc3)CC2)cc1	0%	18%[76.3 µM]
Cc1ccc(C(=O)Nc2ccc(S(=O)(=O)Nc3onc(C)c3C)cc2)cc1	-3%	-4%[76.3 µM]
O=C(CN(CCc1ccccc1)S(=O)(=O)c1ccc(Br)cc1)NCc1ccc(Cl)cc1	-2%	-3%[76.3 µM]
O=C(Nc1ccc(F)cc1)Nc1csc2c1CCCC2	-9%	-10%[76.3 µM]
Cc1ccc(/C=C/C(=O)Nc2ccccc2C(N)=O)o1	11µM*	-19%[76.3 µM]
CCC(C)NC(=O)Cn1c(=O)n(Cc2ccc(C(=O)NCc3ccccc3OC)cc2)c(=O)c2ccccc21 (configuration not stated)	-4%	12%[76.3 µM]
Cc1c(C(=O)OCCOc2ccccc2)[nH]c2c1C(=O)CC(c1ccc(C(C)(C)C)cc1)C2 (configuration not stated)	-12%	-2%[76.3 µM]
Cc1ccc(Cn2cccc2C2=NC(C)(C)CO2)cc1	10%	12%[76.3 µM]
COc1ccccc1CNC(=O)c1ccc(NC(=O)N2CC(C)Sc3ccccc32)cc1 (configuration not stated)	0%	-8%[76.3 µM]
O=C(Nc1cc2c(cc1C(=O)c1ccccc1Br)OCCO2)c1cccc(Cl)c1	2%	-8%[76.3 µM]
Cc1ccc(-n2nc(CO)c(C(=O)NCCc3ccccc3)n2)cc1	-6%	-5%[76.3 µM]
Cc1ccccc1Cn1c(=O)n(CCC(=O)NCc2ccco2)c(=O)c2sccc21	-5%	-12%[76.3 µM]
COc1cc2nc(SCc3ccc(Cl)cc3)n3nc(CCn4nc(C)cc4C)nc3c2cc1OC	7%	-5%[76.3 µM]
COc1ccc(-c2nn3c(-c4ccc(C)cc4)nnc3c3ccccc23)cc1	3%	12%[76.3 µM]
Cc1ccc(C)c(OCCCn2c(-c3ccc(Cl)cc3)nc3ccccc3c2=O)c1	-7%	12%[76.3 µM]

SMILES	SMN2 splice enh	GAA glycogen
COc1ccc(/C=C/C(=O)Nc2ccc(Cl)c(Cl)c2)cc1	6%	-10%[76.3 µM]
Fc1ccc(CNc2nc(-c3ccc(Cl)cc3)cc(C(F)(F)F)n2)cc1	-14%	9%[76.3 µM]
CCOc1ccc(CN2C(=O)C(=O)c3cccc(C)c32)cc1OC	11%	9%[76.3 µM]
COc1cccc(CNC(=O)C2CCC(CNS(=O)(=O)c3ccc(Br)s3)CC2)c1 (configuration not stated)	-12%	11%[76.3 µM]
CCCC1=Nc2cc(C(=O)NC3CCCC3)ccc2Sc2ccc(C)cc21	-26%	-7%[76.3 µM]
COc1cccc(-c2nc(SCC(=O)NC3CCCC3)c(-c3ccc(C)cc3)[nH]2)c1	34%	-8%[76.3 µM]
CCOc1ccc(-n2c(CCC(=O)O)ccc2-c2ccc(Br)cc2)cc1	18%	15%[76.3 µM]
Cc1cc2oc(=O)c(CC(=O)NCCc3ccccc3F)c(C)c2c2occ(C(C)(C)C)c12	-2%	-9%[76.3 µM]
COc1ccc(NC(=O)CCc2c(C)nc3nc(CNC(=O)OC(C)(C)C)nn3c2C)cc1OC	-8%	-4%[76.3 µM]
Cc1ccc(C)c(N2CCN(S(=O)(=O)c3ccc4oc(=O)c5ncn(C)c5c4c3)CC2)c1	-2%	18%[76.3 µM]
Cc1ccccc1OCc1nc2c3cnn(-c4ccccc4F)c3ncn2n1	6%	-3%[76.3 µM]
CCCc1c(C(=O)OCC)nnc2c(-c3ccccc3)c(C)nn12	4%	-9%[76.3 µM]
COc1ccc(C(=O)COC(=O)C(Cc2c[nH]c3ccccc23)NC(=O)c2ccc(C(C)(C)C)cc2)cc1 (configuration not stated)	11%	-10%[76.3 µM]
COCCOC(=O)c1c(-c2ccccc2)c(-c2ccccc2)nn(C)c1=O	-11%	16%[76.3 µM]
CCn1cc(C(=O)NCc2ccccc2OC)c(=O)c2cc(S(=O)(=O)N3CCCCC3)ccc21	1%	-12%[76.3 µM]
COc1ccc(NC(=O)Cn2c(=O)c3cc(Cl)ccc3n3nncc23)cc1	0%	-1%[76.3 µM]
CC1=C(C(=O)Nc2cccnc2)C(c2ccc(F)cc2)n2nc(SCc3ccccc3F)nc2N1 (configuration not stated)	-2%	12%[76.3 µM]
COc1cc(OC)cc(C(=O)Nc2ccc3nc4c(c(Nc5ccc(OC)c(OC)c5)c3c2)CCCC4)c1	-10%	?
CC(C)c1ccc2c(c1)NC(c1ccc(F)cc1)=NC(c1cccs1)=N2	-1%	-17%[76.3 µM]
O=C(NCc1nc2ccccc2n1Cc1ccccc1Cl)c1ccccc1	5%	-4%[76.3 µM]
CCCOc1ccc(C(=O)Nc2ccc(NC(=O)c3cccc(Cl)c3)cc2)cc1	8%	1%[76.3 µM]
COc1ccccc1C(=O)NC1(C(F)(F)F)C(=O)Nc2c1c(=O)[nH]c(=O)n2-c1ccccc1 (configuration not stated)	-7%	14%[76.3 µM]
CCCS(=O)(=O)c1nc(S(=O)(=O)c2ccc(C)cc2)c(NCc2ccccc2)s1	4%	13%[76.3 µM]
CCc1ccc2oc(-c3cccc(NC(=O)c4cc5ccccc5o4)c3)nc2c1	?	11%[76.3 µM]
COc1cccc(C(=O)Nc2nc3nc(-c4ccccc4)cc(=O)n3[nH]2)c1	-5%	8%[76.3 µM]
O=c1c2sc3ccccc3c2n(Cc2cccc(C(F)(F)F)c2)c(=O)n1Cc1ccco1	-10%	3%[76.3 µM]
COc1ccc(C2c3c(-c4ccccc4)n[nH]c3C(=O)N2c2ccc(C(=O)O)cc2)c(OC)c1 (configuration not stated)	2%	14%[76.3 µM]
COc1ccccc1C(=O)NCCSc1c(C)[nH]c2ccccc12	-4%	-2%[76.3 µM]
O=C(Nc1cc(-c2nc3ccccc3o2)ccc1Cl)c1cc([N+](=O)[O-])ccc1N1CCOCC1	7%	1%[76.3 µM]
O=C(Nc1ccccc1C(F)(F)F)C1(S(=O)(=O)c2ccc(Cl)cc2)CC1	-7%	6%[76.3 µM]

# Reformatted with values under each structure: 5 of the compounds above
# Results follow in this order: SMN2 splice enh, GAA glycogen
CCC(=O)Nc1sc2c(c1C(=O)Nc1ccc(Br)cc1)CCCCC2
 : -5%, -2%[76.3 µM]
CCc1ccc(NC(=O)C2CCN(S(=O)(=O)c3c(C)noc3/C=C\c3ccc(OC)cc3)CC2)cc1
 : 0%, 18%[76.3 µM]
Cc1ccc(C(=O)Nc2ccc(S(=O)(=O)Nc3onc(C)c3C)cc2)cc1
 : -3%, -4%[76.3 µM]
O=C(CN(CCc1ccccc1)S(=O)(=O)c1ccc(Br)cc1)NCc1ccc(Cl)cc1
 : -2%, -3%[76.3 µM]
O=C(Nc1ccc(F)cc1)Nc1csc2c1CCCC2
 : -9%, -10%[76.3 µM]
